# Source: PubChem BioAssay (Emory University Molecular Libraries Screening Center)
# PGE2 EP2 inh – inhibitors of human EP2 prostaglandin E2 receptor | AID 1422 | P43116 | inhibition, % at 25 µM | C6 glioma cells expressing human EP2, cAMP TR-FRET; cells stimulated with saturating PGE2 | hit rate 0.52% among 260,000;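 active = percent inhibition above 40 after rounding to a whole number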;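 note: rat C6 glioma host cells with rolipram phosphodiesterase inhibitor present; the protocol text gives 20 µM as final concentration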
# Target sequence (P43116 whole entry, looked up): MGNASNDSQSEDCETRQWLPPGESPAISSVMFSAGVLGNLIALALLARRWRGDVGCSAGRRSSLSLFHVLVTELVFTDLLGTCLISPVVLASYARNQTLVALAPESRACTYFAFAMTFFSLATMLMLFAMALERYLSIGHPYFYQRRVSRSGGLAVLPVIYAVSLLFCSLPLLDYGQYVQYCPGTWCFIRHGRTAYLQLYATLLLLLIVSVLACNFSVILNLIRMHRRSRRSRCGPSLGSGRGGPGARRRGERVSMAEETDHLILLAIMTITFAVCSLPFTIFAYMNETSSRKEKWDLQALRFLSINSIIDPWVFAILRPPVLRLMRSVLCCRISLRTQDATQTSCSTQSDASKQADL
# Numbers without * were called inactive.
SMILES,PGE2 EP2 inh
COc1cc(CNCc2cc3c(C)nn(-c4ccc(F)cc4)c3[nH]c2=O)cc(OC)c1,12
O=c1[nH]c(Nc2ccccc2Cl)cc2ccccc12,3
CCCOc1ccc(C2NC(=O)NC(C)=C2C(=O)OC(C)C)cc1 (configuration not stated),17
CC1(C)CCCC2(C)C3C1[C@@H](O)C2(C)C[C@H]3O (some centres not stated),9
COc1ccc(-n2c(COc3cccc(C)c3)nnc2SC(C)C(=O)O)cc1 (configuration not stated),8
CCCn1nc(C)c(CN(Cc2ccccn2)CC2CCCN2CC)c1C (configuration not stated),9
CS(=O)(=O)N1CCC(C(=O)Nc2cccc(Cl)c2Cl)CC1,17
O=C(CSc1nc2c(c(C(F)(F)F)n1)CCc1ccccc1-2)NC1CCCCC1,9
NC(=O)c1c(NC(=O)C2CC(c3ccccc3O)=NO2)sc2c1CCCC2 (configuration not stated),15
COc1cc(C)c(CNC(=O)Cn2cnc3sc(C)cc3c2=O)cc1C(C)C,4
O=C(c1ccc2c(c1)OCO2)N1CCc2nc(N3CCOCC3)[nH]c(=O)c2C1,8
Cc1cc(C)c2cc(CN(Cc3ccco3)Cc3nnnn3C3CCCCC3)c(=O)[nH]c2c1,8
CC1=C(C#N)c2nc(N)c(C#N)c(C)c2/C1=C\c1cccc(Cl)c1,50*
C=CCSc1nc2c(c(=O)[nH]c(=O)n2C)n1Cc1cccc(C)c1,18
CCc1nn(CC(=O)OC)c(=O)c2cc3ccsc3n12,6
CC[n+]1c(C)sc2c3cccc4c3c(cc21)-c1ccccc1-4,22
CS(=O)(=O)N1CN(S(C)(=O)=O)C2NC(=O)NC21 (configuration not stated),5
CN(Cc1ccccc1)Cc1nc2c(c(=O)n(C)c(=O)n2C)n1CCN1CCOCC1,13
Cc1ccc(C(C)C(=O)N2CCC[C@H](Cn3nc(-c4cccs4)ccc3=O)C2)cc1 (some centres not stated),7
NC(=O)c1c(NC(=O)CN2CCCCCC2)sc2c1CCCC2,11
COc1ccc(CN(CCCn2ccnc2)Cc2c(C)oc3ccccc23)cc1,11
CC(C)C(OC(=O)c1ccco1)C(=O)NCCc1ccccc1 (configuration not stated),15
CCC(=O)N(Cc1ccc2c(c1)OCO2)Cc1cc2cc(C)ccc2[nH]c1=O,14
Cc1ncccc1-c1cc2cccnc2n1CCC(=O)O,6
CCC(C)NC(=S)N(CCN1CCOCC1)Cc1cc2cc(OC)ccc2[nH]c1=O (configuration not stated),30

# Two compounds drawn at random from the list so far:
SMILES,PGE2 EP2 inh
CC1(C)CCCC2(C)C3C1[C@@H](O)C2(C)C[C@H]3O (some centres not stated),9
CS(=O)(=O)N1CN(S(C)(=O)=O)C2NC(=O)NC21 (configuration not stated),5

# Remaining list, next part:
SMILES,PGE2 EP2 inh
CCOc1ccc(NC(=S)N(Cc2cc3cccc(C)c3[nH]c2=O)C2CCCCC2)cc1,15
CCC(C)c1ccc(OCC(=O)Nc2c[nH]c(=O)[nH]c2=O)cc1 (configuration not stated),6
COc1ccc(C2/C(=C(/O)c3ccccc3)C(=O)C(=O)N2CC#N)cc1OC (configuration not stated),7
CCc1ccccc1NC(=O)c1ccc2c(c1)CCN2S(C)(=O)=O,7
CCN1CCN(C(=O)CSc2nc(-c3cccs3)cc(C(F)(F)F)n2)CC1,19
COc1ccc(CNC(=O)C2CCN(c3nc4ccccc4n3C)CC2)c(OC)c1,5
COc1ccc([C@H]2/C=C\CN(S(C)(=O)=O)[C@@H](C)C(=O)N2Cc2ccc(F)cc2)cc1,14
COc1cc2c(cc1OC)C(c1ccccc1F)N(Cc1cncn1C)CC2 (configuration not stated),2
CS(=O)(=O)Nc1nnc(CCc2ccccc2)s1,9
CCC[N+]1(CC#CCC2(O)c3ccccc3-c3ccccc32)CCC(c2ccccc2)C1 (configuration not stated),4
CC(C)(C)c1ccc(C(=O)N2CCN(CC(=O)NC3CCCCC3)CC2)cc1,12
COc1ccc([C@@H]2C[C@H](OC(=O)Cn3ncc4ccccc4c3=O)C(=O)N2C)cc1,3
CCC(=O)Nc1cccc(NC(=O)CSc2nc(C3CCCCC3)nc3ccccc23)c1,13
CCOC(=O)C(C)n1cnc2sc(C)c(-c3ccc(Cl)cc3)c2c1=O (configuration not stated),11
CCCNC(=O)CSc1nnc2c3cc(OC)ccc3n(C)c2n1,10
COc1ccc(CNc2c(C(C)=O)nnn2-c2ccc(F)cc2)cc1,3
Cc1cc(C)c2[nH]c(=O)c(C(c3nnnn3Cc3ccc(F)cc3)N3CCOCC3)cc2c1 (configuration not stated),14
Cc1cc(C)cc(OCC(=O)Nc2nc3ccc(S(C)(=O)=O)cc3s2)c1,9
COCCN1C(=O)C(O)=C(C(=O)c2cccs2)C1c1ccc(OC)c(OC)c1 (configuration not stated),14
CNC(=S)N1CCN(c2nc(-c3ccc(F)cc3)cs2)CC1,22
CNc1ncnc(Sc2nc(N)nc3nc[nH]c23)c1[N+](=O)[O-],12
COc1cccc(NC(=O)CSc2nc3ccccc3s2)c1,6
Cc1ccc(CN(Cc2cc3c(C)ccc(C)c3[nH]c2=O)C(=O)c2cnccn2)cc1,18
O=C(O)CCC(=O)N1CCN(c2ncnc3sc4c(c23)CCCC4)CC1,8
CCOc1ccc2ccccc2c1C1C(C(=O)OC)=C(N)OC2=C1C(=O)CC(C)(C)C2 (configuration not stated),6
# (next part)
SMILES,PGE2 EP2 inh
CC(C(=O)O)[C@H]1CCC2C3CC=C4C[C@@H](O)CC[C@]4(C)C3CC[C@@]21C (some centres not stated),13
Cc1ccccc1NC(=O)C1C(=O)N(C)C23CCCCC2C1c1ccccc1O3 (configuration not stated),5
CCOc1cc(CN2CCN(Cc3cc(OC)c(OC)cc3OC)CC2)ccc1OC,11
CCc1cc2cc3c(cc2nc1SCC(=O)NCCc1ccc(OC)c(OC)c1)OCCO3,13
COCCCn1c(SCC(=O)Nc2ccccc2C(F)(F)F)nc2sc3c(c2c1=O)CCC3,6
COc1ccc(OC)c(-c2[nH]nc3c2C(c2cccc(Cl)c2)C(C#N)=C(N)O3)c1 (configuration not stated),6
COc1ccccc1NC(=O)C(C#N)Cc1cc2cc(C)c(C)cc2[nH]c1=O (configuration not stated),9
O=C(CSc1ncccc1-c1nc2ccccc2[nH]1)Nc1nccs1,11
C#CCOc1ccc(-c2nc3ccccc3s2)cc1OC,17
CCN1c2ncccc2C(=O)NC12CCN(C(=O)CCn1nc(C)cc1C)CC2,24
OC(CN1CCC(O)(c2ccccc2F)CC1)c1ccc(Cl)c(Cl)c1 (configuration not stated),3
Cc1cc(C)c2cc(C)c3nn(CC(=O)Nc4c(C)nn(C)c4C)c(=O)n3c2c1,1
N[C@@H](C(=O)O)[C@@H](O)[C@H](O)[C@H](O)CO,9
Cc1cc2c(cc1C)N(C(=O)CSc1ncn(C)n1)C(C)(C)c1ssc(=S)c1-2,1
CCc1ccc(NC(=O)C2CCN(c3nccc(C)n3)CC2)cc1,10
Cc1ccc(C2(O)CCN(CCNC(=O)c3cc(C)c(C)s3)CC2)cc1,2
CCOc1ccccc1N1C(=O)NC(=O)/C(=C/c2ccc(OC)c(OC)c2)C1=O,5
CC(C)OC(=O)Cn1nc2c3ccccc3nc(C3CC3)n2c1=O,8
CCOC(=O)Cn1nnnc1C(C(C)C)N(Cc1cc2cc(C)c(C)cc2[nH]c1=O)C1CCCCC1 (configuration not stated),17
Cc1cc2cc(C(c3nnnn3C3CCCCC3)N3CCN(c4ccccc4)CC3)c(=O)[nH]c2cc1C (configuration not stated),13
CC1CCc2c(sc(NC(=S)NC(=O)c3ccco3)c2C(N)=O)C1 (configuration not stated),15
CC(C)[C@@]12CC[C@]3(CC[C@@H]4[C@](C)(CCC[C@@]4(C)C(=O)O)[C@@H]3C1)[C@@H](CN)C2,38
CCCC(c1nnnn1C(C)(C)C)N1CCN(c2cccc(C)c2C)CC1 (configuration not stated),10
COCCn1c(SCC(=O)Nc2cccc(Cl)c2C)nnc1C(C)C,7
Cc1ccc2cc(CN(CCCO)Cc3nnnn3CCc3ccccc3)c(=O)[nH]c2c1C,10

# Ordered by heavy-atom count (smallest number first): part of the list above.
SMILES,PGE2 EP2 inh
N[C@@H](C(=O)O)[C@@H](O)[C@H](O)[C@H](O)CO,9
C#CCOc1ccc(-c2nc3ccccc3s2)cc1OC,17
CC1CCc2c(sc(NC(=S)NC(=O)c3ccco3)c2C(N)=O)C1 (configuration not stated),15
O=C(CSc1ncccc1-c1nc2ccccc2[nH]1)Nc1nccs1,11
Cc1ccc(C2(O)CCN(CCNC(=O)c3cc(C)c(C)s3)CC2)cc1,2
CCCC(c1nnnn1C(C)(C)C)N1CCN(c2cccc(C)c2C)CC1 (configuration not stated),10
COc1ccccc1NC(=O)C(C#N)Cc1cc2cc(C)c(C)cc2[nH]c1=O (configuration not stated),9
COc1ccc(OC)c(-c2[nH]nc3c2C(c2cccc(Cl)c2)C(C#N)=C(N)O3)c1 (configuration not stated),6
CCOc1cc(CN2CCN(Cc3cc(OC)c(OC)cc3OC)CC2)ccc1OC,11
CCc1cc2cc3c(cc2nc1SCC(=O)NCCc1ccc(OC)c(OC)c1)OCCO3,13
CCOC(=O)Cn1nnnc1C(C(C)C)N(Cc1cc2cc(C)c(C)cc2[nH]c1=O)C1CCCCC1 (configuration not stated),17
Cc1cc2cc(C(c3nnnn3C3CCCCC3)N3CCN(c4ccccc4)CC3)c(=O)[nH]c2cc1C (configuration not stated),13

# Additional entries
SMILES,PGE2 EP2 inh
Cc1oc(-c2ccc(F)cc2)nc1C(=O)NCc1nc(-c2ccccc2)no1,15
O=C(NNC(=O)c1ccco1)c1cnccn1,10
CCc1ccc(OCc2nnc(SC(C)C(=O)O)n2C)cc1 (configuration not stated),15
CN(C)C(=O)CSc1nc(C23CC4CC(CC(C4)C2)C3)nc2ccccc12,11
COc1ccccc1C1(O)CCN(CC(O)c2ccc3c(c2)OCCCO3)CC1 (configuration not stated),7
COc1ccccc1CNc1n[nH]c2nc(C)cc(C)c12,9
Cc1ccc2oc(C(=O)N3CCC4(CC3)NC(=O)c3cccnc3N4C)cc(=O)c2c1,0
CC[C@H](Cn1nc(-c2ccoc2C)oc1=O)NC(=O)C1CC1,8
Cc1ccc2nc(SCC(=O)Nc3ccccc3Cl)[nH]c2c1,12
COc1ccc(-c2nnc(-c3sc4nc(C)cc(C)c4c3N)o2)cc1OC,13
CC1CCCN(C(c2cc3cc4c(cc3[nH]c2=O)OCO4)c2nnnn2CC2CCCO2)C1 (configuration not stated),7
CCOc1cc(CN2CCN(Cc3cc(OC)c(OC)c(OC)c3)CC2)ccc1OC,9
CCOc1ccccc1-c1nc2cnccn2c1NC(C)(C)C,2
Cc1ccc(NC(=S)N(Cc2ccco2)Cc2cc3ccc(C)c(C)c3[nH]c2=O)c(C)c1,16
CCc1nn(C(C)C(=O)O)c(=O)c2cc3oc(C)cc3n12 (configuration not stated),9
CC(=O)Nc1sc(C)c(C)c1C(=O)O,10
COc1ccccc1OCc1nnc(SCC(=O)Nc2nc3ccccc3s2)n1C,9
CC(C)=CCOc1ccc([C@@H]2COc3c(ccc4c3C=CC(C)(C)O4)C2)c(O)c1,11
CCCc1n(CC(O)COc2ccc(I)cc2)c2ccccc2[n+]1C (configuration not stated),10
CCCn1c(SCC(=O)Nc2cc(C)ccc2OC)nc2c1c(=O)n(C)c(=O)n2C,7
COc1ccc(OC)c(C2NC(=O)C(C#N)=C(S)N2c2ccccc2C)c1 (configuration not stated),14
Cc1cccc(NC(=O)CSc2nnc3c(n2)C2(C)CCC3C2(C)C)c1C (configuration not stated),11
CC(C)c1c(O)ccc2c1CCC1C(C)(C)CCC[C@]21C (some centres not stated),14
CCOc1cccc(-c2csc(NC(=O)c3cnc(SC)nc3)n2)c1,7
C=CCn1c(CNC(=O)c2cccc(C)c2)n[nH]c1=S,2
# Next section
SMILES,PGE2 EP2 inh
Cc1cc(C)c2nc(SCC(=O)Nc3nc(C)c(C)s3)cc(C)c2c1,19
Cc1[nH]nc2c1C(c1ccc3c(c1Cl)OCO3)C(C#N)=C(N)O2 (configuration not stated),30
O=C(NCc1ccncc1)c1ncoc1-c1ccc(F)cc1,8
O=C(NC1CCN(Cc2nnnn2C2CCCCC2)CC1)c1cccc(F)c1,7
CCN(CCO)C[C@@H]1CCC[C@@H]2CCCC[C@H]21,8
c1csc(C2=NN3C(C2)c2ccccc2OC3c2ccncc2)c1 (configuration not stated),8
NS(=O)(=O)c1ccc(N=Nc2ccc(O)c(C(=O)O)c2)cc1,10
CCOc1ccc(-n2c(SCC(=O)NC(C)(C)C)nnc2-c2ccccn2)cc1,8
COc1cc(C)c(C)cc1S(=O)(=O)N1C(C)CCCC1C (configuration not stated),12
CC(=O)c1ccc[nH]1,11
O=C(OCCN1CCCCC1)C1COc2ccccc2O1 (configuration not stated),12
CCc1ccc2[nH]c(=O)c(CN(CC3CCCO3)C(=O)Nc3ccccc3OC)cc2c1 (configuration not stated),5
CCCN(Cc1cc2cc(C)ccc2[nH]c1=O)C(=O)c1cc(OC)cc(OC)c1,6
CCCC(=O)Nc1cc(-c2nc3ccccc3s2)ccc1C,9
CC1(C)Cc2c(c(N3CCOCC3)nc3sc4c(NCCCO)nnnc4c23)CO1,16
O=C(CSc1ncnc2c1cnn2-c1ccccc1Cl)Nc1ccccc1Br,16
CNc1nnc(-c2ccccc2)s1,7
COc1cccc(-c2nnc(SCC(=O)N3c4ccccc4Sc4ccccc43)o2)c1,9
CC(=O)Nc1ccc(CN(Cc2ccc3c(c2)OCO3)CC(C)O)cc1 (configuration not stated),9
Cc1ccccc1NC(=O)C1C2C=CC3(O2)C1C(=O)N(c1ccc2c(c1)CCC2)C3C(=O)NC(C)(C)C (configuration not stated),15
CCC(=O)Nc1cc(NC(=O)CSc2nc(C)nc3sc4c(c23)CCC(C)C4)ccc1C (configuration not stated),11
O=C(NCc1ccco1)C(c1cccs1)N(C(=O)Cn1nnc2ccccc21)c1ccc(F)cc1 (configuration not stated),13
COc1ccccc1CN(Cc1cc2c(C)cc(C)cc2[nH]c1=O)C(=O)NC1CCCCC1,17
COc1ccc(C2(NC(=O)c3cnn4c(C(F)F)nc(C)nc34)CCCCC2)cc1,5
Cc1cc(=O)[nH]c(SCC(=O)Nc2ccc(N(C)C)cc2)n1,8
COc1ccccc1-n1c(SCc2nc3ccccc3c(=O)[nH]2)nnc1-c1ccccc1,18

# This is a subset; the hit share may differ from the screen's.
